# Screening results as filed in PubChem.
# DTT redox prof = compounds producing H2O2 with reducing agent – biochemical, NIH compound library profiling, artefact control for MLSCN library redox annotation, primary screen | DTT-dependent redox cycling H2O2, phenol red/HRP absorbance; 100% = 100 µM peroxide control, 0% = buffer | activation, % at 10 µM | 200,000 compounds, 0.03% hits | AID 878;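 active = activation of at least 50% relative to the plate's high and low controls in the primary single-dose screen; inactive = activation below 50%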;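 also: compound incubated with DTT at 0.8 mM final as the reducing agent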
# APP 5'UTR act = activates APP 5'UTR luciferase reporter; SH-SY5Y APP 5'UTR luciferase reporter, luminescence; zero percent = DMSO vehicle wells; activation, % at 2 µM; 190,000 compounds, 1% hits; AID 1276;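 active = activation above a set limit, based on mean plus 3 SD of controls, cut at about 140% in these data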; also: values of inactives mirror those of a sister screen read the other way
# NF-kB neuron act = raises NF-kB expression in human neuronal cells; NF-kB reporter expression; hits give high values; fold change at 12.5 µM; 190,000 compounds, 1.6% hits; AID 1239; in the data active = fold change above about 3.3
# STAT3 blocker = STAT3 signaling inhibition | U3A cells, IL-6 STAT3-luciferase reporter, luminescence; host cell line lacks STAT1 | inhibition, % at 5.5 µM | 190,000 compounds, 0.89% hits | AID 862;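 active = inhibition above the mean inhibition across all screened compounds plus 3 SD, cut at about 44% in these data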;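 also: 0% = DMSO only wells and 100% = 100 µM nifuroxazide control wells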
# Hsp70 act = Hsp70 transcriptional activation, primary screen; activation, % at 10 µM; HeLa Hsp70 promoter luciferase reporter, luminescence; scaled: vehicle 0, proteasome-inhibitor control 100%; 200,000 compounds, 0.04% hits;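 active = activation above the mean across all tested compounds plus 3 SD, cutoff set per campaign, cut at about 5.5% in these data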;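 also: 100% = MG132 at 30 µM as the positive control and 0% = DMSO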
# STAT1 activator = STAT1 signaling activation | NIH 3T3 STAT1-luciferase reporter, IFN-gamma, luminescence; 100% = IFN-gamma alone, no compound | activation (% of control), % at 5.5 µM | 200,000 compounds, 2.6% hits | AID 932;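 active = activation above the screen-wide mean activation plus 3 SD, cut at about 130% in these data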;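 also: raw ratio to IFN-gamma control signal so 100% means no change and 0% no light; values of inactives mirror those of a sister screen read the other way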
# STAT1 blocker = STAT1 signaling inhibition; NIH 3T3 STAT1-luciferase reporter, IFN-gamma, luminescence; 200,000 compounds, 0.35% hits; inhibition, % at 5.5 µM;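 active = inhibition above a set limit, the mean inhibition across all tested compounds plus 3 SD, cut at about 34% in these data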;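 also: 0% = IFN-gamma with DMSO and 100% = IFN-gamma with 300 µM nifuroxazide; values of inactives mirror those of a sister screen read the other way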
# Efa HMGR inh = inhibitors of class II HMG-CoA reductase from Enterococcus faecalis; purified E. faecalis HMGR, NADPH absorbance 340 nm kinetic; inhibition, % at 10 µM; 190,000 compounds, 0.41% hits; AID 1066;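 active = inhibition above a set limit, the median over all tested compounds plus 3 SD, cut at about 9.5% in these data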;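 also: enzyme runs in reverse so mevalonate oxidation gives rising NADPH absorbance; 0% = complete reaction with DMSO and 100% = background rate lacking mevalonate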
# TLR4 MyD88 comp = TLR4-MyD88 interaction inhibition in cells. HeLa CL3-4 TLR4/MyD88 BLA complementation, FRET ratio. inhibition, % at 8.4 µM. 200,000 compounds, 0.18% hits; in the data active = inhibition above about 25%;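 also: 0% = vehicle and 100% = reference inhibitor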
# Target sequence (O00206 whole entry, looked up): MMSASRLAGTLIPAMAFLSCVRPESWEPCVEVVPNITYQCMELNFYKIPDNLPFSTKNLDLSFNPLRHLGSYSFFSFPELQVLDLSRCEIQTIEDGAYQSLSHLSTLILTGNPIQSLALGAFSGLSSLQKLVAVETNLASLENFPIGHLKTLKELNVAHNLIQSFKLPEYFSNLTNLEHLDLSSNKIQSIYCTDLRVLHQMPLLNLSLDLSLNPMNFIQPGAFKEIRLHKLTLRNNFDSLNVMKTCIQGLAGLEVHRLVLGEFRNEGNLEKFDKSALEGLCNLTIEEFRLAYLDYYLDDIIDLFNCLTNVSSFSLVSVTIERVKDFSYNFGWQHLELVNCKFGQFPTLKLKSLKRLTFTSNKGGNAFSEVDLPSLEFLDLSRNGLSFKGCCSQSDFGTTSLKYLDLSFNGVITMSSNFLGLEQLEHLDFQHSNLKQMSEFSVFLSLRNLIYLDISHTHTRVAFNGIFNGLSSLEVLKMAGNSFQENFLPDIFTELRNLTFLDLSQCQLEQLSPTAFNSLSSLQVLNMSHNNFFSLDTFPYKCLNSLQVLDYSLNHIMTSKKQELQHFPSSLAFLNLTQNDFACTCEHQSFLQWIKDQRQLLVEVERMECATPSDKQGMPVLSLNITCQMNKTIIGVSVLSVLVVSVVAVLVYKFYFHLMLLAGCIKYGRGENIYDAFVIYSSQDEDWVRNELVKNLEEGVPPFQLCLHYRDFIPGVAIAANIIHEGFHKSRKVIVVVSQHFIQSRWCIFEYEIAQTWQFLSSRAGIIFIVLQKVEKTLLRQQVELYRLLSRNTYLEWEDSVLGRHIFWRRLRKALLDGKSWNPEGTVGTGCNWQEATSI
# Target sequence (Q99836 whole entry, looked up): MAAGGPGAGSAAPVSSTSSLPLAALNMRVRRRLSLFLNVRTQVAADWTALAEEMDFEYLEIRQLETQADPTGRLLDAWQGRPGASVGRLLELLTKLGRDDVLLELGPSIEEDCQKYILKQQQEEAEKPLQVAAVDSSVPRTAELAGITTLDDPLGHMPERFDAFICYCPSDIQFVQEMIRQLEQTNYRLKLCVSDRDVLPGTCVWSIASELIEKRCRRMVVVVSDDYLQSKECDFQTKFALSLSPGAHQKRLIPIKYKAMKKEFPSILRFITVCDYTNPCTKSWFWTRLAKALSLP
# STAT3 activator = activators of IL-6 induced STAT3 signaling | U3A cells, IL-6 STAT3-luciferase reporter, luminescence; 100% = signal with IL-6 EC80 alone | 190,000 compounds, 0.91% hits | AID 871 | activation (% of control), % at 5.6 µM;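 active = activation above the screen-wide mean of compound activation plus 3 SD, cut at about 130% in these data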;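 also: 0% = background luminescence of wells with medium and substrate only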
#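 Test system: Human STAT1-deficient U3A cells with stable STAT3-luciferase reporter | Also added: Interleukin-6, 33 ng/mL | Timing: Compound pre-incubation 1 h before IL-6, then 6 h stimulation at 37 °C | Technique: Luciferase reporter luminescence | Read-out: Percent of IL-6-only median luminescence | Benchmarks: IL-6-only wells as 100% reference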
# * hit, by the source's call; . = no result given.
# A first look (2 entries):
SMILES,DTT redox prof,APP 5'UTR act,NF-kB neuron act,STAT3 blocker,Hsp70 act,STAT1 activator,STAT1 blocker,Efa HMGR inh,TLR4 MyD88 comp,STAT3 activator
CCCCCC(=O)Nc1ccccc1N1CCN(c2ccccc2)CC1,1.1,12.5,0.99,-6.0,0.2,101.1,-1.2,-2.3,-9.1,107.9
COc1ccc(/C=N/Nc2nc(N3CCCCC3)nc(N3CCCCC3)n2)cc1[N+](=O)[O-],0.7,19.7,0.7,-9.0,-0.3,87.0,14.6,1.0,-20.9,105.1

# The listing, from the first entry:
SMILES,DTT redox prof,APP 5'UTR act,NF-kB neuron act,STAT3 blocker,Hsp70 act,STAT1 activator,STAT1 blocker,Efa HMGR inh,TLR4 MyD88 comp,STAT3 activator
CCCCCC(=O)Nc1ccccc1N1CCN(c2ccccc2)CC1,1.1,12.5,0.99,-6.0,0.2,101.1,-1.2,-2.3,-9.1,107.9
COc1ccc(/C=N/Nc2nc(N3CCCCC3)nc(N3CCCCC3)n2)cc1[N+](=O)[O-],0.7,19.7,0.7,-9.0,-0.3,87.0,14.6,1.0,-20.9,105.1
O=C(COC(=O)c1cccc(S(=O)(=O)N2CCOCC2)c1)Nc1ccc2c(c1)OCO2,2.1,-9.9,1.1,4.1,-0.6,96.7,3.6,-0.3,1.7,101.0
CCOC(=O)C1=C(O)/C(=C\c2cccc(OC)c2)N=C1C,1.2,2.8,0.91,5.3,-0.2,94.6,7.6,0.5,4.6,103.8
CCN1CCN(c2nc3c(c(=O)n(C)c(=O)n3C)n2CCSc2nccc(C)n2)CC1,-0.7,-4.6,0.94,6.9,-0.1,97.7,2.5,0.5,7.4,99.0
O=C(NCc1ccccc1)c1cnsn1,0.6,2.2,1.28,0.2,-0.3,104.2,-4.6,-2.4,-9.1,102.8
O=C(NCCNc1ccc([N+](=O)[O-])cc1C(F)(F)F)c1ccccc1,0.4,9.7,0.9,4.5,-0.3,87.5,13.8,-6.4,8.7,95.6
CC(C)CN1C(=O)C(NC(=O)C2CC2)(C(F)(F)F)C2=C1CC(C)(C)CC2=O (stereo not drawn),0.2,12.8,0.9,1.4,0.0,86.8,14.8,1.4,-4.3,98.8
Cc1cccc(NC(=S)Nc2ccccn2)c1C,0.8,30.5,0.99,-14.4,-0.2,93.4,7.2,-4.5,-0.3,107.5
Cc1cc(C)c(C)c(OCc2nc(-c3cccnc3)no2)c1,-0.1,-3.9,0.51,22.2,-0.4,100.6,4.0,-3.5,-3.8,84.0
CC1Oc2ccccc2N(CC(=O)NCc2ccc3c(c2)OCO3)C1=O (stereo not drawn),1.1,65.1,1.88,-2.8,1.2,111.6,-12.5,-1.0,3.1,107.7
Cn1sc(NC(=O)c2ccc(Cl)cc2)nc1=O,-4.9,19.6,2.42,-1.8,0.1,115.7,-17.5,-0.2,-0.2,108.2
CCC(=O)c1ccc(N2CCCCCC2)c(F)c1,-1.6,28.9,2.03,10.9,-0.1,122.3,-24.7,1.5,-8.0,93.5
Cc1ccc(-c2nn(-c3ccccc3)c3[nH]c(=O)c(CNCc4ccccc4)cc23)cc1,0.2,-3.7,1.14,-1.1,-0.5,97.1,0.5,-2.1,-3.2,104.1
CCOc1ccccc1N1C(=O)c2ccc(C(=O)O)cc2C1=O,2.1,-0.7,1,6.8,0.0,97.6,2.6,-1.6,1.8,101.8
O=C1CCCN1CCCNc1ncnc2sccc12,-1.4,5.9,0.84,5.8,0.0,91.9,7.3,-7.1,-4.2,100.8
CCOC(=O)c1sc(N(C)C)nc1-c1ccccc1,-3.1,-1.7,.,-0.9,-0.5,106.9,-7.5,5.8,-11.8,102.9
COc1ccc(NC(=O)CCCC2=NS(=O)(=O)c3ccccc3N2)cc1,-0.5,-42.0,1.19,10.9,-0.4,90.6,10.3,-7.1,8.6,90.5
COCCSc1nc2sc3c(c2c(=O)n1-c1ccccc1)CCN(C)C3,1.6,-17.2,1.15,-17.6,-0.2,97.8,1.5,-3.8,0.1,114.5
O=C1CC(Nc2ccc(N3CCOCC3)cc2)C(=O)N1CCc1ccccc1 (stereo not drawn),-0.4,.,0.82,4.7,-0.3,101.8,-2.0,-5.4,-35.6,94.9
COCCNC(=S)NN=C1CCCCC1,-0.9,17.0,0.88,-4.7,0.1,102.2,-2.5,-3.2,-0.2,105.3
CCCCCc1c(O)nc(SCC(=O)O)[nH]c1=O,-0.4,-3.9,.,-2.2,0.0,97.0,3.3,.,-0.9,105.0
O=C1CC(C(=O)N(c2ccc(F)cc2)C(C(=O)NC2CCCC2)c2ccccn2)CS1 (stereo not drawn),-0.6,0.3,0.99,-7.6,-0.2,92.2,4.9,1.0,-9.5,107.5
O=C(CN(C(=O)CCC(=O)Nc1nccs1)c1ccc(F)c(Cl)c1)NCc1ccco1,-2.9,-11.8,1.13,35.1,-0.4,74.4,28.3,0.6,10.9,75.1
C=CCn1c(SCC(=O)OCC)nc(C(F)(F)F)cc1=O,-1.1,1.6,1.09,-14.0,0.0,95.5,4.7,0.8,-4.9,112.7

# (continued)
SMILES,DTT redox prof,APP 5'UTR act,NF-kB neuron act,STAT3 blocker,Hsp70 act,STAT1 activator,STAT1 blocker,Efa HMGR inh,TLR4 MyD88 comp,STAT3 activator
Brc1ccccc1-c1nc(-c2ccccc2)no1,0.5,180.5*,9.53*,-24.7,0.0,146.8*,-50.7,0.9,-8.7,121.2
C=CCN(CC=C)Cc1c(O)ccc2c1oc(=O)c1ccccc12,-6.8,-0.3,.,7.5,-0.3,102.9,-3.3,.,1.6,97.8
COc1ccc(CNC(=S)NC2CCCC2)cc1,0.7,2.3,0.96,25.7,-0.4,91.1,9.8,-6.4,-7.4,77.4
C/C=C/c1ccc(OCCCCOc2ccccc2F)c(OC)c1,0.1,10.3,0.97,-4.6,-0.3,105.2,-5.8,-0.2,0.7,102.9
Cc1cccc(-c2nc(CN3CCCC(C(=O)NC4CCCCCC4)C3)c(C)o2)c1 (stereo not drawn),-6.7,12.1,0.68,-11.4,-0.4,102.4,-2.6,-5.9,13.2,112.8
Cc1cc2oc(=O)cc(CN3CCCc4ccccc43)c2cc1C,-2.6,0.5,1.49,-25.3,-0.2,107.0,-6.1,-2.6,12.6,127.7
O=C(OCn1nnc2ccccc2c1=O)c1ccc2ncsc2c1,0.4,11.9,1.15,1.3,-0.5,93.7,7.0,-9.0,11.7,103.4
CCCC(=O)c1c[nH]c(C(=O)N2CCOCC2)c1,-0.2,-5.9,0.97,6.0,-0.4,102.1,-4.5,-3.0,6.8,100.3
CCc1oc(C(=O)O)cc1COC,-1.3,13.2,1.02,-3.3,-0.2,97.8,2.4,4.5,-6.8,105.0
COc1ccccc1Oc1ccc(S(=O)(=O)N2CCOCC2)cc1S(=O)(=O)N1CCOCC1,-1.9,-2.9,0.89,-0.2,-0.6,99.8,0.2,1.2,-7.9,102.3
CC1CN(CC(O)COC2CCC(C(C)(C)C)CC2)CC(C)O1 (stereo not drawn),-3.1,-14.1,1.5,-5.0,-0.4,102.2,-2.2,-8.6,0.8,103.8
COc1cc(OC)cc(C(=O)NC(=S)Nc2ccc(N3CCCC3)cc2)c1,-0.6,3.8,1.16,-3.8,-0.3,105.1,-3.0,-2.4,3.0,101.0
CC(C)c1ccc(Nc2ncccc2C#N)cc1,-6.9,87.8,1.69,-12.6,0.4,134.6*,-37.9,-0.9,-0.9,116.7
CCCn1c(=O)c2ccccc2n2c(SCC(=O)/C(C#N)=C(\C)N)nnc12,-1.5,7.0,0.9,12.0,0.9,96.6,3.7,-8.4,-8.2,92.9
CN(C)N1C(=O)CC(N2CCCC2)C1=O (stereo not drawn),-0.8,1.9,0.94,0.8,-0.2,109.9,-9.9,-1.8,6.7,99.8
O=C1CC(c2ccco2)CC2=C1C=Nc1ccccc1N2 (stereo not drawn),0.1,6.8,1.3,24.4,0.1,90.6,10.3,2.5,-12.3,81.8
O=C(Nc1ccc(-c2nnc3n2CCCCC3)cc1)c1cc2ccccc2o1,0.0,-16.0,0.49,9.0,-0.1,98.2,4.2,-1.2,-8.0,91.0
Cc1ccccc1OCCCC(=O)Nc1nccs1,-0.2,1.5,1.09,16.0,0.0,104.6,-1.1,2.8,-2.1,86.7
CCc1c(O)nc(SCC(=O)Nc2ccc3c(c2)CCC3)[nH]c1=O,1.3,13.2,1.06,3.6,0.0,99.3,0.7,-0.9,0.8,102.4
COc1ccc(-n2nc(C(=O)NCC(=O)NCC3CCCO3)c3ccccc3c2=O)cc1Cl (stereo not drawn),-8.0,17.1,0.74,10.6,0.1,96.2,4.1,-6.6,-17.9,94.5
CCOC(=O)CC1C(=O)NCCN1Cc1cccc(OC)c1 (stereo not drawn),-2.9,5.0,0.99,0.8,-0.4,101.1,-1.3,-5.8,-4.0,106.8
COc1ccccc1CNC(=O)CCN1C(=O)COc2ccc(C)cc21,3.2,2.8,0.94,15.5,0.0,98.2,2.0,2.2,-2.5,92.2
COc1ccc(-c2csc(C)n2)cc1,1.1,14.6,1.15,6.2,0.4,114.2,-15.4,9.8*,5.8,97.4
C=CCn1c(CSc2nc3ccccc3s2)nnc1SCC(=O)NCc1ccccc1,0.9,-19.1,0.99,5.7,0.0,107.0,-7.6,-9.2,-4.6,98.1
Cc1ccc(-n2nc(C(=O)O)c3ccccc3c2=O)cc1C,0.1,-4.9,1.03,14.6,-0.1,54.5,54.5*,-2.1,0.2,87.9
COc1ccc2[nH]c3nc(SC(C)C)nnc3c2c1,0.8,184.6*,5.07*,22.4,-0.3,85.5,16.2,-4.7,1.5,87.2
Nc1nc(-c2ccc(Cl)cc2)c(N=Nc2ccc(S(=O)(=O)N3CCOCC3)cc2)s1,0.8,4.0,1.25,12.9,-0.4,91.8,9.1,-7.4,0.5,89.1
Cn1cccc1C(=O)c1cccc([N+](=O)[O-])c1,-0.3,11.1,1.31,0.1,0.1,92.6,6.2,-7.5,-7.3,103.1

# Reprinted at random: 2 entries already listed
SMILES,DTT redox prof,APP 5'UTR act,NF-kB neuron act,STAT3 blocker,Hsp70 act,STAT1 activator,STAT1 blocker,Efa HMGR inh,TLR4 MyD88 comp,STAT3 activator
COc1ccc2[nH]c3nc(SC(C)C)nnc3c2c1,0.8,184.6*,5.07*,22.4,-0.3,85.5,16.2,-4.7,1.5,87.2
CCc1oc(C(=O)O)cc1COC,-1.3,13.2,1.02,-3.3,-0.2,97.8,2.4,4.5,-6.8,105.0

# Sorted by value in STAT1 activator (low to high): 4 from the list above.
SMILES	DTT redox prof	APP 5'UTR act	NF-kB neuron act	Hsp70 act	STAT1 activator	STAT1 blocker	Efa HMGR inh	TLR4 MyD88 comp	STAT3 activator
COc1ccc2[nH]c3nc(SC(C)C)nnc3c2c1	0.8	184.6*	5.07*	-0.3	85.5	16.2	-4.7	1.5	87.2
COc1cc(OC)cc(C(=O)NC(=S)Nc2ccc(N3CCCC3)cc2)c1	-0.6	3.8	1.16	-0.3	105.1	-3.0	-2.4	3.0	101.0
C/C=C/c1ccc(OCCCCOc2ccccc2F)c(OC)c1	0.1	10.3	0.97	-0.3	105.2	-5.8	-0.2	0.7	102.9
COc1ccc(-c2csc(C)n2)cc1	1.1	14.6	1.15	0.4	114.2	-15.4	9.8*	5.8	97.4
